Screening data deposited in PubChem by several laboratories.
hgDAF-12 ag = activates the H. glycines DAF-12 receptor ligand-binding domain | hit rate 1.8% among 370,000 | HEK293 GAL4-hgDAF12 UAS-luciferase reporter, agonist luminescence; normalized to butyrate control | activation, % at 6.8 µM;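 active = activation above a cutoff set at the mean of all screened compounds plus 3 SD, cut at about 10% in these data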;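 note: 0% = DMSO wells and 100% = sodium butyrate wells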
FXN GAA850 act = activators of GAA850 frataxin (FXN) promoter; HEK293 lucGAA850 FXN promoter luciferase reporter, 24 h; percent of 10 µM SAHA response; activation, % at 6 µM; hit rate 0.56% among 360,000; AID 540364;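 active = activation above the average of all compounds screened plus 3 SD, cutoff fixed separately per campaign, cut at about 7.5% in these data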;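 note: 0% = DMSO wells and 100% = 10 µM SAHA wells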
ssDAF-12 act = activates DAF-12 receptor from parasite S. stercoralis; HEK293 ssDAF-12/GRIP1 lit1-tk-luc reporter, luminescence; % of 3 µM dafachronic acid response; activation, % at 6.8 µM; hit rate 1% among 370,000; AID 652126;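 active = activation above the mean over all tested compounds plus 3 SD, cut at about 0.9% in these data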;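 note: 0% = DMSO-only wells and 100% = 3 µM delta7-dafachronic acid wells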
NPR1 activator = GC-A (human) enzyme activation | hit rate 0.14% among 370,000 | HEK293 GC-A cells, cGMP TR-FRET, EC30 ANP; 0% at EC30 ANP, 100% saturating ANP | activation, % at 10 µM | AID 1671463 | P16066; in the data active = activation above about 40%
Target sequence (P16066 whole entry, looked up): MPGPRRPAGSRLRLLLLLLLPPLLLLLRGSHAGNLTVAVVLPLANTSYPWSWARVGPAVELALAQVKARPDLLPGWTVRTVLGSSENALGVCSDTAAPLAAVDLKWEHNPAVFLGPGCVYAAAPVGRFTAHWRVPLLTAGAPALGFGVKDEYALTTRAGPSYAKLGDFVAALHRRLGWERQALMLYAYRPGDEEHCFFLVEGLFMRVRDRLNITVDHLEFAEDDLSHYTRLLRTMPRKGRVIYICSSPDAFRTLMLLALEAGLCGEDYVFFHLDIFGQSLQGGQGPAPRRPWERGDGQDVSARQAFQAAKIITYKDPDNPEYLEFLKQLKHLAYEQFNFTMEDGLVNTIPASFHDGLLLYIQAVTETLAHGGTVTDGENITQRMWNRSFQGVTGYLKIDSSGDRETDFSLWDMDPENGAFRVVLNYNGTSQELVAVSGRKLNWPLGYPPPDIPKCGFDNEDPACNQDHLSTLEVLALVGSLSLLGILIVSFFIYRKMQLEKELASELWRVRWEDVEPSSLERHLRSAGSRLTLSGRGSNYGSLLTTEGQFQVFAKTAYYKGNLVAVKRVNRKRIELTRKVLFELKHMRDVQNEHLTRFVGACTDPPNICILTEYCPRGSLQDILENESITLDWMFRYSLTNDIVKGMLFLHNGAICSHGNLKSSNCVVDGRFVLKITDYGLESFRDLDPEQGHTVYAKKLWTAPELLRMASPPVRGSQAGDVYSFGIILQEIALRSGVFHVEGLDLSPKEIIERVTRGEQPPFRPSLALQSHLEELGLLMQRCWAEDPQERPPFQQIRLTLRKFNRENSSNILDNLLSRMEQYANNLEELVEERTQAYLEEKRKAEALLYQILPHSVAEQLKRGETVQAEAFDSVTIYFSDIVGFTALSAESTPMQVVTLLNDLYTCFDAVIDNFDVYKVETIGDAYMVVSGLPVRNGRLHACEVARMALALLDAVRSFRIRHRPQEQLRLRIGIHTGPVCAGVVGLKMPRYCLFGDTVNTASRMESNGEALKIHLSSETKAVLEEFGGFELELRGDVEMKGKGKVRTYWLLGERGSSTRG
ADAM10 inh = inhibitors of human ADAM10 | O14672 | recombinant ADAM10, EDANS/DABCYL FRET peptide cleavage, 3 h | inhibition, % at 7 µM | hit rate 0.62% among 370,000;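 active = inhibition above a per-campaign cutoff equal to the mean of compounds falling between control-based bounds plus 3 SD, cut at about 20% in these data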;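 note: 0% = DMSO wells while the 100% control is not disclosed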
DAX1 inh-1 = inhibitors of DAX1 repression of SF-1 activated StAR promoter; HEK293T StAR-luciferase reporter, SF-1/DAX-1 repression relief; inhibition, % at 6.8 µM; hit rate 1.1% among 370,000; AID 652010;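 active = inhibition above the mean over all tested compounds plus 3 SD, cut at about 3.6% in these data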;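 note: 0% = DAX-1 cells with DMSO and 100% = cells lacking DAX-1 with DMSO; higher inhibition means more luminescence from relief of DAX-1 repression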
hcDAF-12 act = activates DAF-12 receptor from parasite H. contortus. activation, % at 6.8 µM. hit rate 1.4% among 370,000. HEK293 hcDAF-12 lit1-tk-luc reporter, luminescence; 0% DMSO, 100% Δ7-dafachronic acid;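 active = activation above the mean of all tested compounds plus 3 SD, cut at about 5.5% in these data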;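 note: 100% = response to 3 µM Δ7-dafachronic acid high control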
DAX1 inh-2 = inhibitors of human orphan nuclear receptor DAX1 (NR0B1); inhibition, % at 6.75 µM; P51843; hit rate 0.99% among 340,000; AID 504766; HEK293 Gal4-DAX1 luciferase reporter, luminescence;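 active = inhibition above the mean over all tested compounds plus 3 SD, cut at about 4.2% in these data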;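 note: 0% = DAX1-transfected cells with DMSO and 100% = empty-vector control cells with DMSO; inhibition shows as a rise in luminescence from relieved DAX1 repression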
HGIII-sPLA2 inh = Blocks human group III sPLA2 activity; Q9NZ20; QFRET BODIPY PC-A2 liposome hydrolysis, fluorescence; inhibition, % at 12.2 µM; hit rate 0.56% among 370,000; AID 743126;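 active = inhibition above mean plus 3 SD of compounds lying within the high and low control bounds, cut at about 19% in these data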;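 note: 0% = median of test compound wells and 100% = no enzyme DMSO wells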
NPR2 activator = GC-B (human) receptor activation; P20594; HEK293-GC-B cells, CNP EC30, cGMP TR-FRET; 0% at EC30 CNP, 100% saturating CNP; activation, % at 10 µM; hit rate 0.11% among 370,000;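 active = activation at 10 µM reaching about 35% in either raw or pattern-adjusted values, limit read from the data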
SMARCA2 activ = SMARCA2 function activation, primary screen | MG213 cells, MMTV-luciferase reporter, dexamethasone, overnight | activation, % at 9.1 µM | hit rate 1% among 370,000; in the data active = activation above about 7.8%;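 note: 0% = vehicle wells and 100% = reference activator wells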
* marks the source's active call; other numbers are inactive results; · = not tested or not shown.

nr	structure	hgDAF-12 ag	FXN GAA850 act	ssDAF-12 act	NPR1 activator	ADAM10 inh	DAX1 inh-1	hcDAF-12 act	DAX1 inh-2	HGIII-sPLA2 inh	NPR2 activator	SMARCA2 activ
1	C#CCOCCOCCOCCNc1nc(N2CCN(C(=O)[C@H](C(C)C)n3cc(CCO)nn3)CC2)nc(N2CCN(C(=O)[C@H]([C@@H](C)CC)n3cc(CCC(=O)O)nn3)CC2)n1	3.0	-0.8	-1.1	3	7	0.3	0.7	-0.8	-4	2	2
2	COc1ccc(Nc2nc(-c3ccccc3)nc3ccccc23)cc1	-0.9	0.1	-1.1	2	-7	0.0	-2.2	2.9	-14	5	-1
3	COc1ccccc1C(CNC(=O)c1ccco1)N1CCCC1 (centres undefined)	1.6	0.3	-0.7	2	-3	2.2	1.2	-0.3	9	-4	0
4	COc1cc(OC)cc(-n2nnnc2SCC(=O)NCc2ccc3c(c2)OCO3)c1	-1.1	-1.1	-1.7	-2	1	-0.5	-2.2	-0.1	-6	3	-3
5	O=C(COC(=O)c1ccc(NS(=O)(=O)c2ccc3c(c2)OCCO3)cc1)NCC1CCCO1 (centres undefined)	-0.5	0.9	-0.6	3	-2	-0.3	-0.5	-1.1	-8	5	-1
6	CCn1nnnc1-c1ccc(OC)c(S(=O)(=O)Nc2ccc(C(=O)OC)cc2)c1	-1.8	-0.9	-1.7	2	0	-0.2	-0.7	0.3	4	-2	-3
7	CC1CCCC(C)N1/N=C/c1ccc(C(=O)O)cc1 (centres undefined)	2.5	1.3	-1.0	-2	0	0.3	0.0	2.1	3	-1	0
8	Nc1ccc(C(=O)N2CCN(S(=O)(=O)/C=C/c3ccccc3)CC2)cc1[N+](=O)[O-]	-3.7	0.2	-1.0	-14	1	-1.3	-1.2	-0.7	-16	-6	1
9	Cc1c(C(=O)NNC(=S)Nc2ccc(S(N)(=O)=O)cc2)oc2ccccc12	-1.8	-0.8	-0.5	4	-41	-0.8	-0.2	0.1	7	-5	-3
10	COC(=O)c1cc(NS(=O)(=O)c2ccc(C(C)C)cc2)ccc1N1CCOCC1	-1.3	-0.3	-1.7	2	-1	0.2	-2.0	0.1	-4	-3	-3
11	CCOc1ccc(NS(=O)(=O)c2ccc(C(=O)NCC(c3ccc(OC)cc3)N3CCCC3)cc2)cc1 (centres undefined)	0.1	2.4	-0.2	-8	-15	7.5*	-0.1	1.1	-27	-7	0
12	Cc1[nH]c(=O)[nH]c(=O)c1/C=N/NC(=O)CCNC(=O)OC(C)(C)C	0.9	0.1	-1.2	0	2	0.2	0.5	0.7	2	0	6
13	Cc1nnc2c(NCC(C)c3ccccc3)nc3ccccc3n12 (centres undefined)	1.1	-1.4	-0.2	4	-3	-0.6	-1.1	-1.2	0	-3	-2
14	O=C(COc1ccccc1/C=C\c1[nH]c(=O)[nH]c(=O)c1[N+](=O)[O-])Nc1ccccc1	9.8	3.8	-0.7	2	4	1.8	2.4	1.8	-23	2	11*
15	O=C(NNC(=O)c1ccc(Cl)s1)c1csc(N2CCOCC2)n1	0.7	0.4	-0.9	1	9	-0.2	0.6	0.2	-12	-2	0
16	CCN1CCN(Cc2c(O)ccc3c2O/C(=C\C=C\c2ccccc2)C3=O)CC1	0.4	0.0	-1.4	0	-55	-0.4	0.2	0.5	-81	-7	1
17	Cc1cc(C)cc(NC(=O)NC2CCN(CC(=O)Nc3cccc(Cl)c3C)CC2)c1	3.9	2.1	-1.1	7	-2	0.1	0.1	0.6	-9	-1	-1
18	Oc1ccc(/C=C/c2ccccc2F)c2cccnc12	-3.5	·	-1.9	8	-4	·	-1.4	·	28*	2	·
19	CCCS(=O)(=O)NCCc1csc(-c2ccc(OC)c(OC)c2)n1	-3.1	4.2	-1.0	-3	-154	-0.1	-2.5	-1.5	-3	0	0
20	Cc1ccccc1C(=O)NCC(=O)c1ccccc1	13*	2.3	-0.5	-2	-1	2.0	4.6	·	-19	2	-1
21	CC(C)C[C@@H](CNCC(=O)[C@H](Cc1ccccc1)NC(=O)c1[nH]cnc1C(=O)N[C@H](CN)CC(C)C)NC(=O)c1nc[nH]c1C(=O)N[C@@H](CC(=O)O)C(=O)O	7.9	-0.6	-1.2	4	1	-0.3	-2.0	-0.9	-11	1	-1
22	Nc1ccn(C2OC(CCl)C(O)C2O)c(=O)n1 (centres undefined)	-1.6	-1.8	-1.2	6	-13	-0.3	-1.2	-0.2	17	1	-4
23	CCn1c(CNC(=O)c2ccccc2F)cc2cc(C)ccc21	5.2	3.7	-0.8	-1	8	0.7	3.6	-0.2	-21	-1	7
24	COc1ccc(CC(=O)Nc2ccc3c(c2)C(=O)N(CCC(=O)O)C3=O)cc1	0.5	1.0	-0.8	2	-7	0.1	-1.1	0.5	11	-2	-3
25	COc1ccc(CCN2CC(C(=O)O)CC2=O)cc1OC (centres undefined)	-1.2	-1.7	-0.4	1	0	0.1	1.2	0.8	3	6	-2
26	COc1ccc(NC(=O)Nc2nnc(-c3ccccc3SCc3ccccc3)s2)cc1	2.5	-1.3	-0.8	6	0	0.1	-0.5	-0.3	1	0	0
27	COCCNC(=O)C1(C)CCCN(C(=O)c2ccc3c(c2)CCO3)C1 (centres undefined)	-1.1	0.0	-0.8	2	-5	0.3	-0.7	·	17	0	-3
28	N#CCC(=O)NNC(=S)NC(=O)C(c1ccccc1)c1ccccc1	-0.8	0.1	-0.8	4	7	-0.3	0.3	-0.3	5	0	-5
29	COCCOC(=O)C1=C(C)NC(=O)NC1c1ccco1 (centres undefined)	0.0	1.2	-1.2	4	-11	1.3	0.2	·	3	4	1
30	CCOC(=O)c1cc[nH]c1C	0.7	-1.9	-0.2	1	0	-0.3	-1.7	-0.7	1	1	3
31	COc1cccc(-c2nc(NCc3cccnc3)c3ccccc3n2)c1O	3.3	2.8	-0.3	7	-2	-0.2	5.9*	-0.1	-4	14	-1
32	O=C(NCCCN1CCCCCC1)C1CCCN(S(=O)(=O)c2cccc3nsnc23)C1 (centres undefined)	-1.8	0.8	-0.7	0	3	0.6	-1.9	1.3	-2	4	3
33	CCOC(=O)c1ccc(N2C(=O)CC(NNC(=O)c3ccc(Br)s3)C2=O)cc1 (centres undefined)	0.4	2.5	-1.4	0	-7	-0.1	0.2	·	-10	4	-4
34	O=S1(=O)CC(O)C(Nc2ccccc2)C1 (centres undefined)	-1.8	-3.9	-1.4	3	-1	0.4	-2.2	0.9	9	4	-3
35	Cc1cccc(N(CC(=O)NC(C)(C)C)C(=O)CS(=O)CC(=O)Nc2ccc3c(c2)OCO3)c1 (centres undefined)	-1.3	1.0	-1.5	1	-10	0.0	-1.2	2.2	6	0	-5
36	CCS(=O)(=O)Nc1ccc(Cc2ccncc2)cc1	-0.9	-0.5	-1.0	3	-2	0.0	-0.7	1.9	-3	6	0
37	CCc1ccc2oc(-c3cc(N)ccc3O)nc2c1	8.5	3.9	0.1	15	-1	2.3	8.3*	-1.6	6	-12	-1
38	O/N=C(/c1ccccc1)c1cc2cc(Br)cc(Br)c2o1	-1.5	0.8	-1.2	26	8	0.8	-1.6	0.5	2	-4	-4
39	CS(=O)(=O)NCc1nnc(SCc2ccccc2C(F)(F)F)o1	-0.7	2.0	-0.3	2	0	-0.1	-0.5	3.4	-2	-2	0
40	N#Cc1c2c(c(NCCOCCO)n3c1nc1ccccc13)CCCC2	1.8	0.1	-1.1	4	-196	-1.6	-0.1	0.0	7	2	-2
41	COCCCNC(=O)[C@@H](Cc1ccccc1)NC(=O)CC[C@H]1O[C@@H](n2ccc(=O)[nH]c2=O)[C@H](O)[C@@H]1O	-2.3	·	-1.1	2	-13	1.0	1.3	·	11	2	-1
42	CC(=O)Nc1cccc(-n2nnc(SCC(=O)c3ccccc3)n2)c1	5.3	2.8	-0.3	4	0	0.6	-0.7	2.3	-48	2	6
43	O=C(NCCCOc1cccc(CN2CCCCC2)c1)c1ccc(Cl)c(Cl)c1	1.3	-2.5	-0.5	-6	2	-0.6	-2.5	0.1	-2	-5	-3
44	O=C(NCc1cccs1)c1cc2c(s1)CCCC2	9.7	1.2	-0.3	5	-2	0.4	1.1	0.5	2	-4	4
45	O=[N+]([O-])c1cc(C(F)(F)F)ccc1NCCCCNS(=O)(=O)c1ccc(Cl)cc1	-4.5	-0.9	-2.0	0	6	-0.1	1.2	-2.0	2	1	-6
46	CCS(=O)(=O)NC(=O)C1(C)CCN1C(=O)Cc1ccc(Cl)cc1Cl (centres undefined)	-0.8	-0.1	-1.9	0	0	1.8	0.3	·	0	-1	-2
47	Cc1ccccc1CN1C(=O)CN(S(C)(=O)=O)CC1(C)C(=O)Nc1c(C)cccc1C (centres undefined)	-0.2	·	-0.4	0	-18	-0.1	0.0	·	-3	3	3
48	Cc1csc2ncc(C(=O)Nc3ccccc3F)c(=O)n12	6.0	5.3	0.3	1	-2	0.7	6.2*	1.4	-4	-5	1
49	Cc1ccc(CNC(=O)CCc2nnc3ccc(NCCCN4CCCC4=O)nn23)cc1	-0.4	-1.1	-1.6	3	-10	1.8	-0.5	0.6	10	-1	-2
50	COc1ccc(Cl)cc1NS(=O)(=O)c1ccc(OC)c(OC)c1	-2.1	-2.5	-0.7	-4	4	-1.3	0.5	0.0	-9	-8	3
51	O=C(CCN1C(=O)c2ccccc2C1=O)Nc1ccc(-c2nc3ccccc3o2)cc1	2.2	-1.2	-1.0	-4	-4	-0.3	-1.7	-0.7	3	1	1
52	O=C1CC(NN2CCCCC2)C(=O)N1c1ccccc1 (centres undefined)	2.1	0.4	0.2	2	3	1.6	4.4	0.1	1	4	-4
53	COc1ccc(C(=O)NC(C)Cn2nc(C)cc2C)cc1OC1CCN(C(C)=O)CC1 (centres undefined)	-0.1	-2.6	-1.7	-1	2	0.7	-1.7	0.2	-4	-4	5
54	Cc1nnc(NC(=O)CSc2nccn2Cc2ccccc2)s1	0.2	0.5	-1.0	-3	1	-1.5	-0.7	2.5	-3	4	1
55	O=[N+]([O-])c1ccc(-c2ccc(S(=O)(=O)NCCN3CCCC3)cc2)cc1	-3.4	0.6	-2.4	-6	5	-1.3	-3.2	-4.2	-6	1	-4
56	COCCNC(=O)CSc1ccccc1C(=O)NC1CCSc2ccccc21 (centres undefined)	1.7	-0.4	-0.2	4	-12	0.0	1.6	-1.6	4	2	-1
57	COc1cccc(C(=O)c2ccccc2C(=O)O)c1	-0.9	·	-0.9	4	-4	1.0	0.5	·	4	-5	-1
58	Cc1ccc(S(=O)(=O)N2CCN(S(=O)(=O)N3CCC(C)CC3)CC2)cc1C	4.7	0.8	-1.3	-1	6	0.5	0.6	0.2	14	3	-3

No enrichment for hits (roughly 6.6% active in at least one column).
